PME-1 primary: blocks human protein phosphatase methylesterase 1; Q9Y570; AID 2130; inhibition, % at 5.9 µM; recombinant PME-1, FP-Rh probe fluorescence polarization; actives 0.53% (n = 320,000);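 active = inhibition above the campaign mean of all compounds plus 3 SD, cut at about 26% in these data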;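 also: competitive labeling of PME-1 active site by serine hydrolase directed probe; 0% = PME-1 with DMSO and 100% = wells lacking PME-1 enzyme; inhibitors block probe labeling so polarization falls and inhibition rises; many of its hits are not listed in these tables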
Target sequence (Q9Y570 whole entry, looked up): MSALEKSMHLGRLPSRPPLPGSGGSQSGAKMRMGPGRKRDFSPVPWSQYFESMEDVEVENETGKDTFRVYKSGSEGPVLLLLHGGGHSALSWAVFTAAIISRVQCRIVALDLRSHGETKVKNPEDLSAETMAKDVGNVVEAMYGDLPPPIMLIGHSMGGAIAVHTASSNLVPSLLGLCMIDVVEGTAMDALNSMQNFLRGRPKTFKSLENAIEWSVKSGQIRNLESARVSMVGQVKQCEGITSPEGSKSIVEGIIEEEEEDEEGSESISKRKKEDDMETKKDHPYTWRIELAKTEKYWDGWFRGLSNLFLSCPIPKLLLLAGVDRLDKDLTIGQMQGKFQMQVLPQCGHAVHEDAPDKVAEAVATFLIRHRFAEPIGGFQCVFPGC
GSTO1 counter: blocks human GSTO1 in RBBP9 counter-screen; P78417; recombinant GSTO1, activity-based probe fluorescence polarization; inhibition, % at 5.96 µM; actives 1.1% (n = 300,000); AID 1974;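 active = inhibition above the campaign mean inhibition plus 3 SD, cut at about 35% in these data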;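 also: 0% = GSTO1-1 with DMSO and 100% = wells lacking GSTO1-1 enzyme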
PREPL inhibitor: human PREPL enzyme inhibition; Q4J6C6; recombinant PREPL, fluorescence polarization activity-based probe; inhibition, % at 5.96 µM; actives 0.68% (n = 320,000); in the data active = inhibition above about 43%;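 also: 0% = enzyme with DMSO and 100% = wells lacking enzyme; many of its hits are not listed in these tables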
PAFAH1B3 FP inh: blocks human PAF acetylhydrolase 1B catalytic subunit 3; Q15102; recombinant PAFAH1B3, FP-rhodamine probe, fluorescence polarization; inhibition, % at 3.39 µM; actives 0.28% (n = 340,000);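 active = inhibition above the screen-wide average of all tested compounds plus 3 SD, cut at about 25% in these data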;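 also: 0% = enzyme with DMSO only and 100% = wells lacking PAFAH1B3 protein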
PAFAH1B2 inh: PAFAH1B2 (human) inhibition. P68402. recombinant PAFAH1B2, FP-rhodamine activity probe, fluorescence polarization. inhibition, % at 3.39 µM. actives 1.2% (n = 340,000);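 active = inhibition above the mean of all tested compounds plus 3 SD, cut at about 24% in these data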;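 also: 0% = enzyme with DMSO and 100% = wells lacking PAFAH1B2; many of its hits are not listed in these tables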
PAD4 FP inh: PAD4 (human) enzyme inhibition; Q9UM07; recombinant PAD4, RCA probe fluorescence polarization; inhibition, % at 6.36 µM; actives 0.41% (n = 330,000); AID 485272;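 active = percent inhibition above a cutoff equal to the mean of all tested compounds plus 3 SD, cut at about 15% in these data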;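 also: 0% = PAD4 with RCA probe and DMSO and 100% = probe without PAD4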
LYPLA1 inh: LYPLA1 (human) inhibition in PME1 counter-screen; O75608; recombinant LYPLA1, FP-Rh probe fluorescence polarization; inhibition, % at 5.9 µM; actives 0.16% (n = 320,000);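 active = inhibition above the mean of all tested compounds plus 3 SD, set per campaign, cut at about 14% in these data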;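 also: inhibitors block serine hydrolase probe labeling of LYPLA1 so polarization falls; 0% = enzyme with DMSO and 100% = wells lacking LYPLA1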
Target sequence (O75608 whole entry, looked up): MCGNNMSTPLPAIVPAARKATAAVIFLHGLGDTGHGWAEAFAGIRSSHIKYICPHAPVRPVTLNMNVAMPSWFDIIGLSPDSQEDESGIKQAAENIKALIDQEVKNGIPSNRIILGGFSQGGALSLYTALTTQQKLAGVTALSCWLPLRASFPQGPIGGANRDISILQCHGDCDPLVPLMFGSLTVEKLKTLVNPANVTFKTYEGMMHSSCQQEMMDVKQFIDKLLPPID
LYPLA2 counter: counter-screen for PME1 inhibitors: inhibitors of human LYPLA2. O95372. recombinant LYPLA2, FP-Rh probe fluorescence polarization. AID 2177. actives 0.38% (n = 320,000). inhibition, % at 5.9 µM;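 active = inhibition above the screen-wide mean plus 3 SD, limit set per campaign, cut at about 26% in these data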;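 also: 0% = LYPLA2 with DMSO and 100% = wells lacking LYPLA2 enzyme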
Target sequence (O95372 whole entry, looked up): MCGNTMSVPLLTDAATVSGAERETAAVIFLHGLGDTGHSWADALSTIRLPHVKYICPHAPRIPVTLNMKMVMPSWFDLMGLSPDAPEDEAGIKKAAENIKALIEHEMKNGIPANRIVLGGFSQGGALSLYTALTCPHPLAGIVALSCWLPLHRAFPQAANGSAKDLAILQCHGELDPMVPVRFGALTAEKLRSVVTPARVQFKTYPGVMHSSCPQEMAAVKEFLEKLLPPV
pPAFAH inh: inhibitors of human plasma PAF acetylhydrolase (pPAFAH); Q13093; recombinant pPAFAH, FP-rhodamine probe fluorescence polarization; inhibition, % at 3.39 µM; actives 1.5% (n = 330,000);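 active = inhibition above the mean inhibition across the screen plus 3 SD, cut at about 25% in these data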;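 also: inhibitors block binding of the rhodamine activity-based probe so polarization drops; 0% = enzyme with DMSO and 100% = wells lacking pPAFAH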
The depositor's hits bear a star; . = no result given. Only part of the results is shown (hit frequency here may not be typical).

SMILES	PME-1 primary	GSTO1 counter	PREPL inhibitor	PAFAH1B3 FP inh	PAFAH1B2 inh	PAD4 FP inh	LYPLA1 inh	LYPLA2 counter	pPAFAH inh
CN(CC(=O)Nc1ccc(Cl)c(C(F)(F)F)c1)C(=O)C1(c2ccccc2)CC1	-5	5	17	0	6	-1	-2	-6	12
CCOC(=O)C1C(=O)OC2(CCCC2)C1C(=O)OCC (centres undefined)	-6	19	-2	7	0	-4	-2	-4	-1
CCNc1nc(NOC)nc(OCC#N)n1	6	0	1	5	2	4	-3	-3	1
CC(C)c1nc(NCCN2CCOCC2)c(C#N)c2c1COC(C)(C)C2	-6	1	0	-3	3	-1	4	2	3
O=C(COc1ccc2c(c1)oc(=O)c1ccccc12)NCCCN1CCOCC1	-19	-2	4	12	1	1	0	14	-1
COc1cccc(CC(NC(C)=O)C(=O)NC2CCN(S(=O)(=O)c3cccc4ccccc34)CC2)c1 (centres undefined)	3	5	19	5	1	-2	-3	4	3
CCOC(=O)NC(=O)CSc1nc2ccc(OCC)cc2[nH]1	1	2	15	-2	-2	-2	1	2	4
Cc1[nH]c2ccc(F)cc2c1CCN(Cc1cccnc1)C(=S)Nc1ccccc1	8	11	11	5	-3	1	1	2	9
O=C(NC(=S)N1CCOCC1)c1ccccc1Cl	2	1	5	8	1	-4	-3	-5	-2
CCOc1ccc(NC(=O)CN(C)C(=O)c2cccnc2Sc2ccccc2Cl)cc1OCC	0	2	2	6	-7	-2	0	-7	3
CN(C)/C=C/C(=O)c1c(F)cccc1F	1	3	18	4	1	-2	2	4	1
O=C(NCc1ccco1)C1CCN(c2ccc(S(=O)(=O)N3CCOCC3)cc2[N+](=O)[O-])CC1	2	10	11	-1	0	-2	-3	0	-1

The closing 6 entries of the part before come first, to join the parts.
SMILES	PME-1 primary	GSTO1 counter	PREPL inhibitor	PAFAH1B3 FP inh	PAFAH1B2 inh	PAD4 FP inh	LYPLA1 inh	LYPLA2 counter	pPAFAH inh
CCOC(=O)NC(=O)CSc1nc2ccc(OCC)cc2[nH]1	1	2	15	-2	-2	-2	1	2	4
Cc1[nH]c2ccc(F)cc2c1CCN(Cc1cccnc1)C(=S)Nc1ccccc1	8	11	11	5	-3	1	1	2	9
O=C(NC(=S)N1CCOCC1)c1ccccc1Cl	2	1	5	8	1	-4	-3	-5	-2
CCOc1ccc(NC(=O)CN(C)C(=O)c2cccnc2Sc2ccccc2Cl)cc1OCC	0	2	2	6	-7	-2	0	-7	3
CN(C)/C=C/C(=O)c1c(F)cccc1F	1	3	18	4	1	-2	2	4	1
O=C(NCc1ccco1)C1CCN(c2ccc(S(=O)(=O)N3CCOCC3)cc2[N+](=O)[O-])CC1	2	10	11	-1	0	-2	-3	0	-1
Cc1ccc(NC(=S)NC(=O)c2ccc(-c3ccc(Cl)cc3)o2)c(O)c1	30*	-6	17	3	6	4	-14	-18	9
O=C(O)CC/C(=N\NC(=O)c1ccc(F)cc1)c1ccc(Br)cc1	2	4	-1	3	0	-6	3	-4	4
CC1=NN(C(=O)c2ccccc2Cl)C(O)(c2ccccc2)C1 (centres undefined)	-4	4	0	2	2	3	1	2	-1
O=C(NCCN1CCOCC1)c1cc2n(n1)C(C(F)(F)F)CC(c1ccc(F)cc1)N2 (centres undefined)	-3	5	-19	3	1	-2	0	3	14
Cn1cc(S(=O)(=O)N2CCN(c3cccc(Cl)c3)CC2)c(=O)n(C)c1=O	-1	-3	-11	3	6	-6	2	4	-2
S=C(Nc1ccc(Cl)c(Cl)c1)NC1CCCCC1	-22	-13	14	1	1	1	-22	-43	0
Cn1cccc1C(=O)OCC(=O)NCCc1ccc(S(N)(=O)=O)cc1	.	.	2	12	2	0	.	.	-1
CCOC(=O)C1CCCN(C(=O)c2ccc3nc(-c4ccccc4)c(-c4ccccc4)nc3c2)C1 (centres undefined)	0	5	-9	5	2	1	-3	2	6
Cc1cc(C)nc(Sc2ccc(C=O)cc2[N+](=O)[O-])n1	5	22	-9	6	3	6	0	7	7
O=C(O)C1CCCCC1C(=O)N1CC=C(c2ccccc2)CC1 (centres undefined)	-5	4	21	6	2	0	3	5	-3
CCCN=C1N/C(=C\c2ccco2)C(=O)N1c1ccccc1	0	5	-1	14	1	-1	-1	-9	6
Cc1cccc(NC(=O)c2c(O)c3ccccc3n(C)c2=O)c1	-3	4	-7	10	2	-1	0	1	3

Molecules from the list above that contain a COOH group (two):
SMILES	PME-1 primary	GSTO1 counter	PREPL inhibitor	PAFAH1B3 FP inh	PAFAH1B2 inh	PAD4 FP inh	LYPLA1 inh	LYPLA2 counter	pPAFAH inh
O=C(O)CC/C(=N\NC(=O)c1ccc(F)cc1)c1ccc(Br)cc1	2	4	-1	3	0	-6	3	-4	4
O=C(O)C1CCCCC1C(=O)N1CC=C(c2ccccc2)CC1 (centres undefined)	-5	4	21	6	2	0	3	5	-3

Next section:
SMILES	PME-1 primary	GSTO1 counter	PREPL inhibitor	PAFAH1B3 FP inh	PAFAH1B2 inh	PAD4 FP inh	LYPLA1 inh	LYPLA2 counter	pPAFAH inh
CCOC(=O)C1CCCN(C(=O)c2cc3c(=O)n4ccccc4nc3s2)C1 (centres undefined)	-2	1	-6	-1	0	3	-1	6	6
Cc1ccc(CSc2nnc(-c3cccnc3)n2N)cc1	-6	5	6	7	2	-4	2	5	-2
O=C(CCNC(=O)Cn1cnc2ccccc2c1=O)NCC1COc2ccccc2O1 (centres undefined)	5	4	-11	1	4	5	-1	8	-1
O=C(c1ccc(F)cc1)N1CCOC(c2nc(-c3ccc(F)cc3)no2)C1 (centres undefined)	2	6	-11	9	0	-6	-2	4	-1
CC(=O)n1cc(Nc2ccccc2C(=O)O)c2ccccc21	-7	10	4	2	0	-1	0	6	-1
CN1C(=O)C(CC(=O)NCCc2ccccc2)N(NC(=O)c2cccc(F)c2)C1=S (centres undefined)	1	7	8	1	1	-2	-1	2	4
CCN1CCN(C(=S)c2ccc(-c3ccccc3)cc2)CC1	6	6	-9	6	0	-2	-1	2	3
COCCCNC(=O)c1cc(S(=O)(=O)N2CCOCC2)ccc1SCc1cccc(OC)c1OC	4	6	8	6	-4	1	2	6	-1
Nc1n[nH]c(C2CC2)c1N=Nc1ccc(Cl)c(Cl)c1	31*	-14	29	.	.	1	-1	-10	14
COc1cccc(CN(C(=O)c2cccc(OC)c2)C2CCS(=O)(=O)C2)c1 (centres undefined)	-4	0	-5	2	-2	-5	0	-2	0
COc1ccc(C)cc1NC(=O)C1CCC(CNc2c(N3CCOCC3)c(=O)c2=O)CC1 (centres undefined)	2	6	16	3	3	3	1	-2	6
COc1cc(N2C(=O)C=CC2=O)c(OC)cc1Cl	-2	8	9	-3	-5	-4	-3	-2	1
Cc1cc2c(s1)c1cnn(Cc3ccccc3F)c(=O)c1n2C	-4	-2	3	7	-4	2	1	-1	3
Cc1ccc(S(=O)(=O)CC(=O)NC2CC2)cc1	-10	8	7	4	10	-1	0	5	5
Cc1cc(N/N=C/c2ccccc2)nc(NCc2ccccc2)n1	-7	0	5	12	-12	-4	-4	-2	3
Cc1ccc(-c2nc(N)n(C(=O)c3ccco3)n2)cc1	8	4	2	-1	2	-5	2	6	6
CC(C)N1CCN(Cc2nc3ccccc3s2)CC1CCO (centres undefined)	3	3	14	8	-1	0	-1	3	-1
N#CCCN(C(=O)COC(=O)c1ccc(S(=O)(=O)Nc2ccccc2)cc1)c1ccccc1	-5	2	-8	3	-1	2	-6	-5	35*
COc1ccc2[nH]c3c(c2c1)CCN1C(=O)C(CC(=O)NCCc2ccccn2)C[C@H](C(=O)N2CCOCC2)[C@@]31C (some centres undefined)	.	.	.	7	1	1	.	.	4
Cc1cccc(N2CCN(C(=O)CCc3nc4ccccc4[nH]3)CC2C)c1 (centres undefined)	-4	9	-12	-6	1	1	1	4	0
COc1ccc(NC(=O)CSc2ccc3nnc(-c4cccnc4)n3n2)c(OC)c1	10	6	45*	10	1	1	0	2	7
COc1ccc(Cn2c(=O)[nH]c3cc(C(=O)NCc4ccc5c(c4)OCO5)ccc3c2=O)cc1	-13	11	10	-1	-3	-2	-3	-7	2
COC(=O)[C@@]1(Cc2ccccc2)[C@H]2C(=O)N(Cc3ccccc3)C(=O)[C@H]2[C@H]2CN=C(SCC3CC3)N21	.	.	.	6	9	3	.	.	0
Cc1ccc(S(=O)(=O)c2nnn3c2nc(N2CCC(C(N)=O)CC2)c2ccccc23)cc1	4	-39	3	3	-4	1	4	12	-4
O=C(NC1CCCC1)C(c1cccs1)N(C(=O)c1ccco1)c1ccc2c(c1)OCCO2 (centres undefined)	1	-2	17	8	2	0	-2	2	-4
CCCSc1cc(=O)n(-c2ccccc2)nc1C(=O)OCC	-7	2	6	-7	-3	4	0	8	1
C=C(NC(C)=O)c1c(F)cccc1F	-7	.	4	5	0	-4	-1	0	3
Cc1cc(C)cc(NC(=O)CSc2nc3ccccc3nc2N2CCCCC2)c1	-7	-5	-4	-2	-5	-5	-3	0	-4
CCN(C(=O)c1sc(N)c(C#N)c1C)C1CCCCC1	5	-19	-4	9	7	-4	1	-10	1
Cc1cnc(C(=O)OCC(=O)NCCc2ccccc2)cn1	-2	11	-1	8	-2	0	1	-2	7
Cn1c(=O)[nH]c(=O)c2c1nc(NCc1ccccc1)n2CC(O)c1ccccc1 (centres undefined)	0	7	6	6	4	-3	-6	-6	3
COC(=O)CNC(=O)COC(=O)C(Cc1ccccc1)NC(=O)c1ccco1 (centres undefined)	1	4	4	5	1	0	-1	-6	1
O=C(CNC(=O)c1ccccc1)NCCO	-2	-7	19	0	5	4	-1	-6	-1
CN(C(=O)c1cccc(NC(=O)Cc2ccc([N+](=O)[O-])cc2)c1)C1CCC1	.	.	8	17	6	-4	.	.	3
CCOc1ccc(NC(=S)Nc2cc(C)[nH]n2)cc1	-1	7	3	1	3	-1	2	6	2

As entered above:
Cc1cc(C)cc(NC(=O)CSc2nc3ccccc3nc2N2CCCCC2)c1 – pPAFAH inh: -4
COc1cc(N2C(=O)C=CC2=O)c(OC)cc1Cl – LYPLA1 inh: -3
Cc1cc(N/N=C/c2ccccc2)nc(NCc2ccccc2)n1 – GSTO1 counter: 0

Assay outcomes (PubChem)
